Bioassay records (PubChem)
SMN2 splice up – enhancers of SMN2 splice variant expression. HEK293 SMN2-luciferase splicing reporter, luminescence, 30-36 h. Potency, µM (highest dose often 46.1 µM), without a hit: at the top dose activity change, positive = activation, most hits filed as activators. hit rate 2.8% among 210,000. AID 1458; further: % of control where 0% means no effect; nearly all actives have a fitted effect of over 55% in size
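HEK293 cells carry an SMN2 minigene-luciferase reporter in which exon 7 inclusion puts luciferase in frame. Cells were seeded at 2000 cells/well, attached for 10-12 hours, then exposed to compounds for 30-36 hours at 37C before ONE-Glo luminescence.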
KDM4E inh – blocks human JMJD2E demethylase activity; hit rate 1.6% among 230,000; Potency, µM (series often up to 57.1 µM), inactives show at the top dose activity change, negative = inhibition, most hits filed as inhibitors; JMJD2E catalytic domain, FDH-coupled NADH fluorescence (FDH is formaldehyde dehydrogenase); B2RXH2; active means well fitted inhibition curve with a large enough effect, not every such curve was filed as active; inconclusive means small, poorly fitted or top-dose-only effect, or another doubt; inactive means no such curve, though single readings can be large or run the other way;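 further: 0% = wells with enzyme and -100% = buffer wells without enzyme; nearly all actives have a fitted effect of over 50% in size; many of its hits are not listed in these tables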
Target sequence (B2RXH2 1-337 limits assumed): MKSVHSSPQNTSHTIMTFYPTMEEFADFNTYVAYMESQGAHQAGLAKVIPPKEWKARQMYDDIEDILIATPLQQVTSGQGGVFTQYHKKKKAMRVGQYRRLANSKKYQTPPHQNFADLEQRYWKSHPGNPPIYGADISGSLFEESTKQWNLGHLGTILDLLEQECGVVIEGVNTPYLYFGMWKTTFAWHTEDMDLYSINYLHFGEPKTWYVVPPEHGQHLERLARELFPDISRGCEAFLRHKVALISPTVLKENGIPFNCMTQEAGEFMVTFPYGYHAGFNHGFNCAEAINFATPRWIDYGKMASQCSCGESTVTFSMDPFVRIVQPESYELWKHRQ
ALDH1A1 inh – blocks purified human ALDH1A1 activity; Potency, µM (highest dose often 75.3 µM), for inactives: at the highest dose activity, negative = inhibition, most hits filed as inhibitors; Purified ALDH1A1, NADH fluorescence, propionaldehyde substrate; hit rate 7.3% among 220,000; active means well fitted inhibition curve with a large enough effect, not every such curve was filed as active; inconclusive means small, poorly fitted or top-dose-only effect, or another doubt; inactive means no such curve, though single readings can be large or run the other way;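 further: plate controls were no enzyme wells and a reference inhibitor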
TRb-SRC2 inh – disrupts binding of human TR beta to SRC2. TRbeta-SRC2 peptide binding, fluorescence polarization; receptor liganded with 1 µM T3. Potency, µM (titrated, usually from 106 µM), inactives show at the top dose activity change, negative = inhibition, actives largely listed as inhibitors. hit rate 0.065% among 280,000;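 further: plate controls were bound peptide for no effect and peptide without receptor for full effect; nearly all actives have a fitted effect of over 50% in size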
Target sequence (P10828 whole entry, looked up): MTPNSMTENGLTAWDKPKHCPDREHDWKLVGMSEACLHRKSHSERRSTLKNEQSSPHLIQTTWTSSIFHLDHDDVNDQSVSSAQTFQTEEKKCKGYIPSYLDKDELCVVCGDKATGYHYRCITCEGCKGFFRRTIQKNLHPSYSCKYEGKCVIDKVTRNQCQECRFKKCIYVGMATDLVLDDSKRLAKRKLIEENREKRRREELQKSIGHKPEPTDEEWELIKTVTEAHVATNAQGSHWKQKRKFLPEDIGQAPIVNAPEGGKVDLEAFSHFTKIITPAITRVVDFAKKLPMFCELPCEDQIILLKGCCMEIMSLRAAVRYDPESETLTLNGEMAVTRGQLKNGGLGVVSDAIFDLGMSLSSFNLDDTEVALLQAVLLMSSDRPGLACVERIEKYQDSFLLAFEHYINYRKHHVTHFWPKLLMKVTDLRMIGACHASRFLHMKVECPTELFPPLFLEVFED
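Binding of a 20-amino-acid Texas Red SRC2 peptide (20 nM) to TRb ligand-binding domain (0.6 uM) with agonist T3 at 1 uM was followed by fluorescence polarization after a 5 hr room-temperature incubation.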
RECQ1 inh – RECQ1 (human) helicase inhibition | P46063 | RECQ1 DNA unwinding, red fluorescence kinetic read | Potency, µM (titrated, usually from 57.3 µM), without a hit: top-dose activity, negative = inhibition, usual class: inhibitors | hit rate 0.54% among 240,000 | AID 2549;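 further: plate controls were vehicle for no effect and no enzyme for full effect; nearly all actives have a fitted effect of over 30% in size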
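50 nM RECQ1T1 preincubated 15 min with compound in Tris pH 8.0 buffer with MgCl2, DTT, Tween-20 and 2.5 ug/ml poly(dI-dC); started with 200 nM TAMRA/BHQ-2 forked duplex and 2 mM ATP. Unwinding read as fluorescence (525/598 nm), two reads 2 h apart.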
TR SRC2 fluor cs – counter-screen for TRb-SRC2 inhibitors: fluorescence interference; hit rate 0.29% among 280,000; Potency, µM (highest dose often 106 µM), inactives show top-dose fluorescence change, negative = quenching; AID 1479; TRb/SRC2 Texas Red total fluorescence interference; active means well fitted curve in either direction with a large enough effect; inconclusive means small, poorly fitted or top-dose-only effect; further: on the % scale 0 is the no-effect control and ±100 the full control effect
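Human TRβ ligand-binding domain (0.6 uM) and Texas Red SRC2 peptide (20 nM) in Tris buffer with 1 uM T3 and 5% DMSO were incubated with pinned compound for 5 hr at ambient temperature. Total fluorescence was computed as S + 2P (555/632 nm).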
LMNA splice mod – LMNA splicing modulation; HeLa LMNA splicing GFP/RFP minigene ratio, 48 h; Potency, µM (doses to about 46.1 µM), inactives show at the highest dose ratio change, negative = inhibition, actives largely listed as inhibitors; hit rate 0.01% among 200,000; active means well fitted inhibition curve with a large enough effect in the signal ratio, with a control signal flat, not every such curve was filed as active; inconclusive means small, poorly fitted or top-dose-only effect, or effect the other way, or a change in a side signal; the % refers to the signal ratio; further: on the % scale 0 is the no-effect control and ±100 the full control effect
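S3 HeLa stable clones carrying a lamin A-EGFP splicing minigene plus DsRed2 were seeded at 600 cells/well in Opti-MEM with 2% FBS, pin-dosed and incubated 48 h at 37°C. Acumen cytometry (488 nm) gave the GFP/RFP total-intensity ratio.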
RGS12 GoLoco inh – inhibitors of human Gai1-RGS12 GoLoco interaction (red fluorophore). hit rate 0.44% among 230,000. Gai1:RGS12 GoLoco peptide FP, rhodamine, 10 min. Potency, µM (highest dose often 61.6 µM), without a hit: at the top dose activity, negative = inhibition, usual class: inhibitors. AID 880. P63096; active means well fitted inhibition curve with a large enough effect, not every such curve was filed as active; inactive means no such curve, though single readings can be large or run the other way; further: on the % scale 0 is the no-effect control and ±100 the full control effect; nearly all actives have a fitted effect of over 30% in size; many of its hits are not listed in these tables
The depositor's hits bear a star; i = inactive; u = inconclusive; x = no result given; [ ] = another dose, or the depositor's remark. Unless noted, the call rests on the fitted dose curve; in most records, active means well fitted curve in the direction sought with a large enough effect; inconclusive means small, poorly fitted or top-dose-only effect, or another doubt; inactive means no such curve, though single readings can be large; an effect the other way counts as inactive or inconclusive. Potency means the concentration at half of the fitted maximal effect. The list is partial; rates above refer to the full screens.

SMILES | SMN2 splice up | KDM4E inh | ALDH1A1 inh | TRb-SRC2 inh | RECQ1 inh | TR SRC2 fluor cs | LMNA splice mod | RGS12 GoLoco inh
O=C(C1CC1)N1CCc2cc(Br)cc(S(=O)(=O)NCCN3CCOCC3)c21 | -17% | -2% | -1% | -4% | i | -2% | -1% | -11%
CN(C)S(=O)(=O)c1cccc(NC(=O)COC(=O)CCOc2ccccc2)c1 | -12% | -4% | -5% | -4% | -7% | 2% | x | -15%
CCN(CC)CC#CCC(O)(c1ccccc1)c1ccc(Br)cc1 (stereo not given) | x | -3% | 10% | 3%[53 µM] | i | 0%[53 µM] | x | 14%
O=C(N/N=C/C=C/c1ccccc1[N+](=O)[O-])c1cccs1 | 9% | -2% | -8% | 1% | -2% | -2% | -3% | 5%
CN1CCN(C(=O)c2ccc3c(=O)n(-c4ccc(F)cc4)c(=S)[nH]c3c2)CC1 | -19% | -9% | -7% | 2% | -4% | 1% | x | 3%
O=C(CN1CC[n+]2c(-c3ccccc3)csc21)c1ccc(Br)cc1 | x | -2% | x | -14% | 2% | -1% | x | -4%
O=C1C2C(C(=O)N1c1nccs1)C1C=CC2C12CC2 (stereo not given) | 6% | -5% | 4% | 2% | i | -4% | 1%[46 µM] | -10%
CC1C=CCC2C(=O)N(c3ccccc3OC(=O)c3cccs3)C(=O)C12 (stereo not given) | -1% | 10% | -4% | -10% | i | 1% | x | 7%
Cc1nnsc1C(=O)NC(C)C12CC3CC(CC(C3)C1)C2 (stereo not given) | -11% | 3% | -8% | -9% | 3% | 0% | 0% | -5%
CCCN(CCC)CCNc1c(NC2CCN(C(=O)OCC)CC2)c(=O)c1=O | 1% | -9% | -2% | -2% | -5% | 0% | 11% | 1%
COc1ccc(/C=C(/C(=O)Nc2ccccc2C(=O)N2CCCC2)c2ccccc2)cc1 | -15% | -2% | u | 1% | i | 0% | 19% | 8%
O=C(Nc1ccccc1)c1ccccc1NC(=O)C1CCCCC1 | 2% | 6% | -2% | 4% | -3% | 0% | 25% | -11%
CCOC(=O)N1CCN(C(=O)/C(=C/c2cccc3ccccc23)NC(=O)c2ccc(OC)c(OC)c2)CC1 | 3% | u | u | -3% | -12% | 0% | -4% | 1%
COc1ccc(-n2cc(CN(C)C(C)c3ccncn3)c(-c3cccc(F)c3)n2)cc1 (stereo not given) | x | u | 25µM* | -3% | 0% | -4% | x | 9%
O=c1oc(Nc2cccc(Cl)c2)nc2ccccc12 | 11µM* | u | -6% | -3% | i | -2% | 0%[46 µM] | 12%
CCOc1ccc(N=C2NC(=O)C(CC(=O)Nc3ccccc3)S2)cc1 (stereo not given) | 0% | 0% | -5% | 1% | 4% | -1% | 9%[46 µM] | 0%
Cc1ccc(NC(=O)c2ccncc2)cc1[N+](=O)[O-] | 2% | -1% | -14% | 1% | -6% | -1% | -3% | -1%
O=C1C(=Cc2cccs2)C(=O)c2ccccc21 | 5% | 2% | u | -2% | 2% | 1% | 1% | -2%
Cc1[nH]c2ccccc2c1C(O)CN1CCC2(CC1)OCCO2 (stereo not given) | x | -4% | x | -1% | -5% | 1% | x | 8%
c1cncc(-c2nnc3n2CCC3)c1 | -3% | 1% | 7% | -5% | i | 1% | 6% | 0%
O=C(Nc1ccc(CN2CCS(=O)(=O)CC2)cc1)c1ccccc1 | x | 8% | x | -3% | -4% | -4% | x | 4%
COc1ccc(NC(=S)NC2CCCCC2)cn1 | 24% | 6% | -9% | -6% | -3% | -3% | 8%[46 µM] | 0%
c1ccc(-c2nc(-c3ccncc3)n[nH]2)nc1 | x | u | x | 4% | i | 0% | x | 2%
Cc1cc(C)nc(/N=C(/NC(=O)Nc2ccc(Cl)c(Cl)c2)Nc2cccc(Cl)c2)n1 | 1% | 9% | 9% | 3% | 5% | 0% | -11% | 23%
CCOC(=O)C1=C(CNCCc2ccc(Cl)cc2)NC(=O)NC1c1ccc2c(c1)OCO2 (stereo not given) | -7% | 6% | -7% | -8% | -8% | -4% | u | 5%
COC(=O)c1cc(NC(=S)N2CCN(c3ccccn3)CC2)cc(C(=O)OC)c1 | 18% | 8% | -9% | 6% | 21% | -6% | 0%[46 µM] | 3%
Oc1ccc(/C(Cc2ccccn2)=N\Nc2ccccc2)c(O)c1 | -12% | u | 18µM* | 0% | -1% | -3% | u | 0%
CCOC(=O)C1CCN(c2ncnc3c2oc2ccc(Cl)cc23)CC1 | -5% | u | -12% | -8% | 5% | 0% | u | -1%
Cc1ccc(Cl)cc1N1CCN(C(=O)C2CCN(S(=O)(=O)c3cccnc3)CC2)CC1 | -30% | -3% | 4% | 0% | -7% | -4% | -14% | 3%
CN1C(=O)CC(C(=O)O)SC1=Nc1cc(Cl)c(O)c(Cl)c1 (stereo not given) | -19% | -7% | 9% | -5% | -13% | 0% | 4% | -27%
Cc1ccc(NC(=O)CS(=O)CC(=O)N(c2ccc(C)cc2)C(C)C(=O)NC2CCCCC2)cc1 (stereo not given) | 9% | 9% | -4% | -10% | -5% | 2% | -5% | -16%
O=C(COc1ccc([N+](=O)[O-])cc1Cl)NCCc1ccccc1 | -11% | 3% | -8% | 2% | i | -1% | 2% | -28%
N#Cc1cccc(NC(=O)CC2CCCCC2)c1 | 0% | -5% | 2% | -5% | -5% | -4% | 6% | -7%
Cc1cc(C)[n+](C)n1CC(O)Cn1c2ccccc2c2ccccc21 (stereo not given) | 1% | -19% | 7% | 2% | i | -1% | u | 7%
CC(=O)c1cccc(NC(=S)NCCc2ccc(Cl)cc2)c1 | -9% | -6% | -3% | 1% | i | 0% | x | -1%
Cc1c2c(nc3ccccc13)CCC(C(C)(C)C)C2 (stereo not given) | u | -1% | -12% | -3% | -11% | -6% | x | 7%
Cn1nc(C(C)(C)C)cc1C(=O)NNC(=O)c1ccc(C(F)(F)F)cc1 | x | -9% | x | -4% | -8% | -2% | x | 2%
Cc1cc(/C=N\NC(=O)COc2cccc3cccnc23)c(C)n1-c1ccc(Br)cc1 | -45%[inhibitor] | u | u | -3% | 0% | -1% | u | 9%
COc1ccc(CNC(=O)Cn2ncn3cccc3c2=O)cc1 | 11µM* | -6% | 4% | -8% | -3% | 0% | x | -27%
CSc1cccc(NC(=S)N(CCC(C)C)C(C)c2ccncc2)c1 (stereo not given) | x | -6% | x | 5% | -6% | 0% | x | 3%
C=C(C)Cn1c(=S)[nH]c2ccccc2c1=O | 3% | 2% | -5% | 1% | -3% | 1% | 5% | 8%
CC(C)Cn1c(N)c(C(=O)COC(=O)c2cccnc2Cl)c(=O)n(C)c1=O | -19% | -3% | 1% | 0% | -2% | 0% | x | 5%
CC(=O)c1ccc(OCCCC(=O)Nc2ccc(C)c(S(=O)(=O)N(C)C)c2)cc1 | 4%[1.84 µM] | 2% | u | 3% | -5% | 1% | u | 4%
O=c1cc(-c2cccc(Br)c2)nc(-c2ccccc2F)o1 | 13% | 2% | 4% | -2%[53 µM] | -6% | -1%[53 µM] | -1% | 3%
Cc1c(C(=O)N2CCCCC2C)sc2ncnc(N3CCc4ccccc4C3)c12 (stereo not given) | -60%[inhibitor] | -14% | 7.9µM* | -2% | -13% | -3% | x | 4%
Cc1cc(C)n(-c2nc(-n3nc(C)cc3C)c3c4c(sc3n2)COC(C)(C)C4)n1 | -21% | u | u | -15% | 0% | -3% | 9% | 12%
O=c1ccc2ccc(OCc3nnc(-c4ccccc4Br)o3)cc2o1 | 0% | u | u | -5% | -7% | 0% | u | 8%
C=C[C@@]1(C)CC(=O)[C@@]2(O)[C@@]3(C)[C@@H](O)CCC(C)(C)[C@@H]3[C@H](OC(=O)CCN(C)C)[C@H](OC(C)=O)[C@@]2(C)O1 | x | 0% | u | 1% | -16% | -1% | x | 1%
CC1(C)Cc2c(C#N)c(OCC(=O)c3ccc(Cl)cc3)nc(-c3ccco3)c2CO1 | -17% | -3% | u | -2% | -8% | 1% | 7% | -4%
CONC(=O)c1cc(OCC(F)(F)F)ccc1OCC(F)(F)F | 1% | 1% | 7% | 6% | -9% | -1% | 7% | 3%
Cc1ccc(S(=O)(=O)N2CCC(C(=O)Nc3ccc4c(c3)OCO4)CC2)cc1 | 12% | 5% | -15% | 12% | 91%[activator] | 0% | 4% | 67%[activator]
CCOC(=O)NC(=O)/C(C#N)=C(/C)N(C)C | 3% | -3% | u | -3% | -2% | -1% | x | 2%
CCOC(=O)c1sc(NC(=O)C(CC)Sc2nnc3c4ccccc4n(CC)c3n2)nc1C (stereo not given) | x | 6% | x | 5% | -11% | 1% | x | 2%
Cn1cnc2c(ncn2[C@@H]2O[C@H](CO)[C@@H](O)[C@H]2O)c1=N | 10% | x | 0% | -1% | i | -1% | x | 6%
Cc1ccc(NC(=O)CSc2nnc(-c3ccccn3)n2N)cc1F | x | -4% | x | 8% | -1% | -4% | x | 8%
CN(C(=O)COC(=O)c1cc([N+](=O)[O-])ccc1Sc1ccccc1)C1CCS(=O)(=O)C1 (stereo not given) | -21% | 5% | u | -6% | i | -3% | 15%[9.22 µM] | 5%
CC(C)CNC(=O)NC(=O)COC(=O)c1cccc(NS(=O)(=O)c2ccc(F)c(F)c2)c1 | -2% | u | 1% | -1% | 0% | -12% | -1% | -3%
COc1ccccc1-n1c(SCC(=O)OC(C)C)nc2cccnc21 | x | 0% | x | -7% | 11% | -4% | x | 1%
CC(=O)NNC(=O)c1cc2sccc2s1 | x | -6% | 8% | 8% | i | -4% | x | 1%
C=CCOc1ccccc1/C=N/NC(=O)c1ccc(Cl)cc1Cl | 2% | -6% | -6% | -2% | -2% | -5% | 5% | 0%
